POLH inh – blocks human DNA polymerase eta activity; AID 588591; Q9Y253; Potency, µM (top dose mostly 114 µM), without a hit: top-dose activity change, negative = inhibition, most hits filed as inhibitors; recombinant Pol eta, fluorescent DNA replication assay; 390,000 compounds, 1.2% hits; note: potency is the fitted concentration of half-maximal effect; % is set by controls: 0 for no effect and ±100 for the full control effect
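Fluorescent replication assay: 50 nM final substrate added after a 15 min room-temperature compound preincubation with 10 nM enzyme. Signal taken at 0 min and again at 10 min.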
JMJD2A Tudor inh – inhibitors of human JMJD2A Tudor domain. AlphaScreen JMJD2A-Tudor / H3K4me3 peptide binding. Potency, µM (titrated, usually from 114 µM), without a hit: at the highest dose activity change, negative = inhibition, usual class: inhibitors. 390,000 compounds, 4.4% hits; note: potency is the fitted concentration of half-maximal effect; % is set by controls: 0 for no effect and ±100 for the full control effect; nearly all actives have a fitted effect of over 50% in size
Target sequence (O75164 whole entry, looked up, the tested form may be a part): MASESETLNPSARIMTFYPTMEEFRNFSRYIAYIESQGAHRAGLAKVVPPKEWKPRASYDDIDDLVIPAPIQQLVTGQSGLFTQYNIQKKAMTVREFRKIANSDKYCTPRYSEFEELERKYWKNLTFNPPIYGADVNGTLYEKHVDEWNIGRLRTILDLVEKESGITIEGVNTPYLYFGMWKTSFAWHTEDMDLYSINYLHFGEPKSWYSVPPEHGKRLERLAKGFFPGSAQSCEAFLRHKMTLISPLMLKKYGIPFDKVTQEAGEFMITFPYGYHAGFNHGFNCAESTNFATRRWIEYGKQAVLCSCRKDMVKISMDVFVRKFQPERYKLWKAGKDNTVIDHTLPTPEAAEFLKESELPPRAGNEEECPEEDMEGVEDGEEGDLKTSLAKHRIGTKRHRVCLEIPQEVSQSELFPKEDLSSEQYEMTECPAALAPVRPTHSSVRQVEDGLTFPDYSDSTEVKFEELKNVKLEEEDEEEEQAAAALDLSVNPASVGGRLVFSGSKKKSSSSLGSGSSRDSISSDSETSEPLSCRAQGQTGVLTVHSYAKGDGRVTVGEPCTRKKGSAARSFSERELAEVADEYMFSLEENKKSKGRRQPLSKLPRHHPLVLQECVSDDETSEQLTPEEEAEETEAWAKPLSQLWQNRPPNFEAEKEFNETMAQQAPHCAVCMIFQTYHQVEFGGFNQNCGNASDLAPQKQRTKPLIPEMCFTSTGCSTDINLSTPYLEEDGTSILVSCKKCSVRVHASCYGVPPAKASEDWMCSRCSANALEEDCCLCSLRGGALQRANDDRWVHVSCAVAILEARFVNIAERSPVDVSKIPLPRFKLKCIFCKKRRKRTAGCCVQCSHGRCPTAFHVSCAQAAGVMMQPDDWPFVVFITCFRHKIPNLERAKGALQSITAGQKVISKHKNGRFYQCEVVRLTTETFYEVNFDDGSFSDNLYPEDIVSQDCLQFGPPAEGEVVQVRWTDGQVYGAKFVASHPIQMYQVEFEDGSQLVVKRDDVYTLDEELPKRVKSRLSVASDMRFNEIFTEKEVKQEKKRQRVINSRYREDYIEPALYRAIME
PI4K2A inh – inhibitors of human PI4K2A; Q9BTU6; purified PI4K2A, ADP-Glo luminescence, 1 h; stronger effect = lower value; activity change, negative = inhibition, % at 76.9 µM; 420,000 compounds, 0.13% hits; in the data active = activity change below about -50%; inconclusive = mostly about -30% to -49%;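 note: -100% = wells without enzyme as full effect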
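In this quantitative HTS, ADP production by PI4K2A was quantified luminescently after 1 h at ambient temperature; 100 microM adenosine served as plate-quality control.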
Pin1 inhibitor – inhibitors of human Pin1 | Q13526 | Pin1 FP peptide displacement, HiFluor488, 10 min | Potency, µM (highest dose often 115 µM), without a hit: at the highest dose activity, negative = inhibition, actives largely listed as inhibitors | 390,000 compounds, 0.009% hits | AID 504891; active = well fitted inhibition curve with a large enough effect in the polarisation, with a control signal flat, not every such curve was filed as active; inconclusive = small, poorly fitted or top-dose-only effect, or effect the other way, or a change in a side signal; inactive = no such curve, though single readings can be large or run the other way; the % refers to the polarisation; note: potency is the fitted concentration of half-maximal effect; % is set by controls: 0 for no effect and ±100 for the full control effect
BAZ2B inh – blocks human BAZ2B | AlphaScreen BAZ2B-H3K14Ac peptide displacement | Potency, µM (doses to about 114 µM), for the others: at the highest dose activity change, negative = inhibition, hits mostly inhibitors | 360,000 compounds, 4.4% hits | AID 504333; note: potency is the fitted concentration of half-maximal effect; % is set by controls: 0 for no effect and ±100 for the full control effect; nearly all actives have a fitted effect of over 60% in size
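Compounds, titrated to a top concentration of 110 uM, were incubated 30 min at room temperature with preformed BAZ2B/acetyl-K14 H3 peptide complex (50 nM each). Proximity signal was measured by AlphaScreen after 20 min with beads.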
HP1b chromo inh – inhibitors of HP1-beta chromodomain binding to methylated histone tails; P83916; AlphaScreen HP1-beta / biotin-H3K9me3 peptide binding; Potency, µM (titrated, usually from 114 µM), inactives show at the top dose activity change, negative = inhibition, most hits filed as inhibitors; 390,000 compounds, 0.56% hits; AID 540317; note: potency is the fitted concentration of half-maximal effect; nearly all actives have a fitted effect of over 70% in size; inactives centre near 23
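Compound inhibition of the preformed complex between 50 nM HP1-beta and 50 nM biotinylated H3K9me3 peptide was read by AlphaScreen. Buffer was PBS pH 7.4 with 0.01% Tween-20. Incubations ran 30 min at room temperature, with 10 ug/mL donor/acceptor beads.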
G9a inh – inhibitors of human histone lysine methyltransferase G9a. Potency, µM (series often up to 102 µM), without a hit: top-dose activity, negative = inhibition, actives largely listed as inhibitors. 350,000 compounds, 8.8% hits. G9a H3K9 monomethylation, AlphaScreen, 2 h. AID 504332. Q96KQ7; note: potency is the fitted concentration of half-maximal effect; % is set by controls: 0 for no effect and ±100 for the full control effect; nearly all actives have a fitted effect of over 75% in size
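Signal arises when biotinylated H3K9 peptide, once monomethylated, bridges streptavidin donor and antibody-captured acceptor beads. Enzyme at 20 nM was preincubated 15 min with test compounds; peptide 500 nM and SAM 20 uM then reacted for 2 h.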
PGK inhibitor – blocks T. brucei phosphoglycerate kinase | P07378 | PGK/GAPDH coupled, Kinase-Glo luminescence, 60 min | Potency, µM (highest dose often 57.5 µM), inactives show top-dose activity change, negative = inhibition, most hits filed as inhibitors | 380,000 compounds, 0.043% hits; note: potency is the fitted concentration of half-maximal effect; % is set by controls: 0 for no effect and ±100 for the full control effect; nearly all actives have a fitted effect of over 60% in size
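Luminescent ATP detection (Kinase-Glo Plus) follows a 60-minute room-temperature incubation, with wells lacking PGK as controls. Buffer: 100 mM TEA (pH 7.6), 5 mM MgCl2, 0.01% Tween-20. Coupling enzyme GAPDH (100 nM final) supplies unstable 1,3-BPG in-well.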
GLS inh – blocks human kidney-isoform glutaminase activity; AID 624170; 410,000 compounds, 0.21% hits; Potency, µM (titrated, usually from 45.5 µM), for inactives: top-dose activity change, negative = inhibition, most hits filed as inhibitors; GLS enzymatic activity, qHTS titration; note: potency is the fitted concentration of half-maximal effect; % is set by controls: 0 for no effect and ±100 for the full control effect
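Glutamate formation by hKGA was monitored fluorometrically using coupled glutamate oxidase, HRP and Amplex Red. Substrate was added as 1 mM L-glutamine solution; incubation was 30 min at RT after an initial read.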
Active calls of the source: *; i = inactive; ? = inconclusive; nt = not tested or not shown; [ ] = dose if it differs, or a comment. Unless noted, calls come from the whole dose curve; as a rule, active = well fitted curve in the direction sought with a large enough effect; inconclusive = small, poorly fitted or top-dose-only effect, or another doubt; inactive = no such curve, though single readings can be large; an effect the other way counts as inactive or inconclusive. Some of the compounds tested; the hit share may differ from the screen's.

#	PGK inhibitor	Pin1 inhibitor	POLH inh	JMJD2A Tudor inh	GLS inh	G9a inh	PI4K2A inh	HP1b chromo inh	BAZ2B inh	structure
1	-4.7%	-2.1%	-16.2%	-13.4%	-11.2%	35.5µM*	0.7	8.7%	-4.9%	COc1cc(C(=O)NC(=S)NNC(=O)c2ccc3c(c2)OCO3)cc(OC)c1OC
2	0.2%	-1.6%	6.6%	-16.8%	4.7%	23.2%[59 µM]	3.0	35.3%	-5.3%	Cn1c(SCC(=O)N/N=C/C=C\c2ccccc2[N+](=O)[O-])nc2ccccc21
3	-0.7%	-10.2%	-5.5%	-2.2%	-0.4%	-7.8%[12.7 µM]	-0.7	6.5%	-3.5%	OCc1n[nH]c(CO)n1
4	2.4%	-2.8%	-14.6%	-13.2%	5.3%	-17.5%	1.5	33.7%	2.2%	COc1ccccc1CNC(=O)C(CCSC)NC(=O)C1CCC(C)CC1 (stereo not drawn)
5	8.4%	1.8%	-17.8%	50.7%[activator]	-6.2%	41.8%[activator]	-4.6	85.0%[activator]	34.5%	CCCc1cc(C(=O)N(C2CCCCC2)C2CCCCC2)no1
6	-7.1%	4.2%	-2.9%	-17.3%	-12.1%	0.9%[59 µM]	3.5	35.3%[activator]	-1.5%	O=C(NCCc1nc2ccccc2[nH]1)Nc1ccccc1
7	-3.7%	-9.7%	-18.4%	-22.1%	5.4%	nt	0.3	36.5%	nt	Cc1c(C2(O)CCCCC2)[nH]c2ccc(C#N)cc12
8	4.8%	1.0%	-29.4%	-28.1%	2.0%	-39.2%	-7.9	7.6%	-28.5%	CCN(CC)CCN(Cc1cc2cc3c(cc2[nH]c1=O)OCO3)C(=S)NCc1ccco1
9	3.5%	6.5%	-25.9%	2.9%	1.6%	15.2%	-3.6	39.6%[activator]	1.4%	CCOc1ccc(OCC(=O)Nc2c3c(nn2C(C)(C)C)CS(=O)(=O)C3)cc1
10	3.5%	2.4%	-19.5%	-7.2%	-7.6%	16.4%[59 µM]	-2.0	28.6%	6.1%	O=C(CSc1nc2ccccc2c(=O)n1CC1CCCO1)NCC1CCCO1 (stereo not drawn)
11	-2.7%	5.1%	-23.0%	-19.4%	-18.2%	?	0.8	5.5%	?	Cc1ccc(C)c(S(=O)(=O)N2CCCOC2CNC(=O)C(=O)NCCc2ccco2)c1 (stereo not drawn)
12	-4.6%	0.9%	1.5%	4.9%	5.6%	13.2%[59 µM]	2.8	54.0%[activator]	-1.6%	CCC(C)NC(=O)CSc1ccc(Cl)cc1 (stereo not drawn)
13	-10.2%	-9.8%	-5.1%	-6.7%	-2.4%	22.9%	-10.3	9.6%	24.4%	CCCC(C)C(=O)Nc1nnc(C)s1 (stereo not drawn)
14	-5.1%	0.6%	-8.3%	-5.1%	-6.4%	nt	3.3	35.4%	-8.6%	COCCN(Cc1ccco1)C(=O)Cn1ncc2c(=O)oc3ccccc3c21
15	i	4.4%	-3.5%	-14.5%	-1.1%	?	-1.5	2.2%	-1.2%	Cc1ccc(C(=O)CSc2nc3cccnc3n2C)cc1
16	3.3%	-3.0%	-21.0%	-10.3%	-6.7%	nt	2.0	47.7%[activator]	nt	CC(=O)c1ccc(OCc2cc(C(=O)N3CCN(C4CCCC4)C(=O)C3)no2)cc1
17	-3.2%	-6.8%	-10.5%	-18.2%	6.1%	8.8%	1.7	6.5%	6.4%	Cn1c(SCC(=O)NC2CCCc3ccccc32)nnc1C1CC1 (stereo not drawn)
18	-9.0%	1.0%	-7.4%	-13.3%	0.3%	-3.3%	-3.5	25.9%	0.3%	Clc1cccc(-c2nnc3n2CCCCC3)c1
19	-1.4%	?	-6.9%	-15.1%	-0.6%	-9.2%[12.7 µM]	-2.0	47.6%[activator]	-7.4%	NCC(O)COCCC12CC3CC(CC(C3)C1)C2 (stereo not drawn)
20	-3.6%	2.7%	-18.8%	10.5%	-7.4%	?	9.2	55.0%[activator]	2.6%	Cc1nnc(SCC(=O)N2CCN(C(=O)c3ccco3)CC2)n1C
21	nt	-9.1%	-6.1%	4.47µM*	-2.2%	6.31µM*	3.4	56.2µM*	44.7µM*	CN1CCN(C(=S)NCCc2ccccc2)CC1
22	i	1.2%	-4.3%	-15.1%	-7.9%	nt	-6.4	6.4%	2.8%	COc1cccc(CNC(=S)NC2CC2)c1
23	1.0%	-5.9%	-23.4%	-10.9%	-19.3%	39.8µM*	2.0	11.5%	-2.2%	CCOc1ccc(S(=O)(=O)N2CCCCC2)cc1NC(=O)C1CSC2(C)CCC(=O)N12 (stereo not drawn)
24	i	24.5%	-18.9%	-7.2%	-12.8%	10.5%[59 µM]	-5.0	36.7%[activator]	-8.0%	COc1cccc(NC(=O)Cn2c(=O)n(CC(=O)NCCc3ccccc3)c(=O)c3sccc32)c1
25	-4.8%	0.3%	?	-22.1%	0.6%	2.51µM*	-0.6	14.8%	nt	CCOc1ccc(N2Cc3ccccc3C2)cc1
26	i	-0.2%	-3.6%	-11.2%	2.7%	-2.4%	-2.4	5.8%	7.7%	CCOC(=O)c1cnc2c(cnn2C)c1NCCCN(C)C
27	-6.7%	3.8%	6.5%	-29.9%	-3.3%	-6.8%[59 µM]	-0.1	7.2%[57 µM]	0.8%	COc1cccc(N2CCN(C(=O)c3ccc(C)c(NC(=O)c4nsc5ccccc45)c3)CC2)c1
28	-6.8%	-4.4%	-16.7%	30.1%	-0.6%	39.5%[59 µM]	1.3	67.4%[activator]	23.1%	CCOC(=O)c1cnc2cc(-c3ccc(Cl)cc3)nn2c1-c1ccccc1
29	0.7%	-7.6%	-12.9%	-10.6%	2.7%	8.8%[59 µM]	-0.6	12.5%	3.4%	COc1ccc(CCNC(=O)C(=O)NCC2OCCN2S(=O)(=O)c2ccc(Br)cc2)cc1 (stereo not drawn)
30	-2.6%	-4.7%	-4.0%	-12.2%	-1.9%	6.8%	-2.0	21.3%	6.9%	CC(C)Cn1c(N)c(C(=O)CSc2ccc3c(c2)OCCO3)c(=O)n(C)c1=O
31	-2.9%	-2.4%	4.6%	-0.7%	7.7%	7.9%[59 µM]	-0.5	32.3%	0.2%	Cc1cccc(C)c1NC(=O)CSCC(=O)O
32	5.7%	1.5%	-6.7%	-7.7%	-4.7%	20.3%	-1.2	17.0%	-2.4%	CC(=O)N1c2ccc(S(=O)(=O)N3CCCC3C(=O)Nc3ccc(C)cc3)cc2CC1C (stereo not drawn)
33	-1.5%	-1.9%	4.9%	7.3%	7.3%	1.7%[59 µM]	-3.2	36.9%	6.8%	C=CCNC(=O)c1ccc(N(CC=C)S(C)(=O)=O)cc1
34	-1.9%	15.7%	-20.7%	-0.7%	1.0%	5.3%[12.7 µM]	0.7	37.3%	-13.3%	Cc1ccc(S(=O)(=O)N2CCCc3cc(NC(=O)c4ccc(Cl)cc4)ccc32)cc1
35	1.5%	?	-20.7%	-13.4%	-2.9%	-5.1%	-2.6	43.0%[activator]	-8.0%	O=C(CSc1ccc(-c2ccc(Cl)cc2)nn1)Nc1ccc2c(c1)OCCO2
36	6.3%	-0.6%	-25.7%	-7.7%	0.8%	7.0%[59 µM]	-2.2	31.1%	13.3%	O=C(c1ccc(Br)cc1)N1CCN(S(=O)(=O)c2ccccc2)CC1
37	-8.3%	-3.6%	-14.4%	-21.2%	32.0%[activator]	10.5%[12.7 µM]	8.7	-8.2%	5.8%	Oc1ccc2c(c1)oc1cc(O)ccc12
38	nt	-9.1%	nt	-16.9%	-4.4%	-8.8%[59 µM]	3.0	27.5%	-27.4%	CN(C(=O)CSc1nnc(-c2ccc([N+](=O)[O-])cc2)o1)C1CCCCC1
39	i	0.2%	-4.8%	-16.9%	4.0%	-32.5%[0.501 µM]	5.0	5.9%	9.2%	CCOC(=O)C1=C(COC(=O)c2ccccc2OC(F)F)NC(=O)NC1C (stereo not drawn)
40	-9.1%	-3.8%	-4.0%	-13.7%	6.9%	nt	2.8	10.7%	2.5%	CCOc1ccc(CN2CCN(CCCn3cccn3)CC2CCO)cc1 (stereo not drawn)
41	-2.9%	-4.1%	-17.8%	0.7%	-0.5%	9.9%	-6.8	16.8%	-2.8%	CCCOc1ccc(C2C(=O)N(C3CCCCC3)CC(=O)N2CCC)cc1OC (stereo not drawn)
42	12.6µM*	nt	5.01µM*	nt	11.2µM*	nt	-9.7	nt	nt	O=C(O)C1=CCC=CC1C(=O)O (stereo not drawn)
43	-1.2%	-1.7%	-4.6%	?	?	-5.1%[59 µM]	1.4	-15.0%	5.4%	CC(C)OC(=O)c1c(NS(=O)(=O)c2ccccc2)sc2c1CCCC2
44	-8.5%	2.2%	-20.0%	-27.8%	-1.4%	3.7%[59 µM]	-3.6	35.8%[57 µM]	15.8%	COc1cc(CNC(=O)c2ccc3nc(Cc4ccccc4)oc3c2)cc(OC)c1OC
45	-4.2%	2.0%	-5.8%	?	?	-15.0%[12.7 µM]	1.4	?	35.5µM*	CN(C)S(=O)(=O)c1cccc(-c2csc(N/N=C/c3ccco3)n2)c1
46	-6.9%	-1.7%	-24.4%	-9.7%	2.0%	1.4%	1.8	25.0%	-19.3%	CCOC(=O)C(C)NC(=O)Cn1ncc2c(=O)oc3ccc(C)cc3c21 (stereo not drawn)

Screening results as filed in PubChem.
